# SIAE primary – human SIAE inhibitors, primary screen, biochemical, fluorescence polarization, FP-Rh probe, 1536-well HTS; Sialate O-acetylesterase (Homo sapiens), Q9HAT2; SIAE FP-Rh probe binding; inhibition, % at 9.66 µM; actives 0.69% (n = 370,000); AID 1053197, 2014;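 active = inhibition above a cutoff: mean of compounds within the control limits plus 3 SD of those, cut at about 17% in these data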;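 also: 0% = plate median of compound wells and 100% = probe without SIAE protein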
# Rev-erbA mod – modulators of Rev-erb alpha DNA binding, primary screen, biochemical, FITC-DNA, fluorescence polarization, uHTS. Rev-erbα–FITC-DNA binding, 90 min. actives 0.79% (n = 370,000). activity, % at 10 µM. Nuclear receptor subfamily 1 group D member 1 (Homo sapiens), P20393. AID 1259318, 2017;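 active = activity above about 14%, limit read from the data; passing the limit was not always enough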;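 also: 0% = DMSO wells with 35 nM protein and 100% = DMSO wells with 750 nM protein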
# Target sequence (P20393 whole entry, looked up): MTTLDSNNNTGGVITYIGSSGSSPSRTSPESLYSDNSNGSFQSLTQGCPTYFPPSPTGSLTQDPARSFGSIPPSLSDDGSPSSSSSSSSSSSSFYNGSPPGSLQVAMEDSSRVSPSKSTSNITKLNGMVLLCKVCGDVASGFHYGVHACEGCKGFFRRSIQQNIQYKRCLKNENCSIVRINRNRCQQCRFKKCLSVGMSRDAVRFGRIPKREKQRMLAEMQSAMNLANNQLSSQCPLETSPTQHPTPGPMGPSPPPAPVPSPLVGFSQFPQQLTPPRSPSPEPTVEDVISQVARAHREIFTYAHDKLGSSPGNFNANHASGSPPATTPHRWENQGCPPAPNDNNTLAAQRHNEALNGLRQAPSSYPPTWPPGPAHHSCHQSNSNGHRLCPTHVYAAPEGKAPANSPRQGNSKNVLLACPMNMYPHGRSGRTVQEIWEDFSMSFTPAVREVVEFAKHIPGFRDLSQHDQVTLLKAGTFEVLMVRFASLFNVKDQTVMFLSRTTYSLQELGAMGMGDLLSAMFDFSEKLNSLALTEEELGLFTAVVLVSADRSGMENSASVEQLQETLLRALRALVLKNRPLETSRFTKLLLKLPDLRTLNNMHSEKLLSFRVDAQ
# ABHD4 inh – ABHD4 inhibitors, primary screen, biochemical, fluorescence polarization, mouse. (Lyso)-N-acylphosphatidylethanolamine lipase (Mus musculus), Q8VD66. purified mABHD4, FP-Rh probe fluorescence polarization. inhibition, % at 8.92 µM. actives 0.54% (n = 370,000);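 active = inhibition exceeding the mean over every tested compound plus 3 SD, cut at about 30% in these data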;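 also: 0% = plate median of compound wells and 100% = S159A mutant with DMSO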
# Target sequence (Q8VD66 whole entry, looked up): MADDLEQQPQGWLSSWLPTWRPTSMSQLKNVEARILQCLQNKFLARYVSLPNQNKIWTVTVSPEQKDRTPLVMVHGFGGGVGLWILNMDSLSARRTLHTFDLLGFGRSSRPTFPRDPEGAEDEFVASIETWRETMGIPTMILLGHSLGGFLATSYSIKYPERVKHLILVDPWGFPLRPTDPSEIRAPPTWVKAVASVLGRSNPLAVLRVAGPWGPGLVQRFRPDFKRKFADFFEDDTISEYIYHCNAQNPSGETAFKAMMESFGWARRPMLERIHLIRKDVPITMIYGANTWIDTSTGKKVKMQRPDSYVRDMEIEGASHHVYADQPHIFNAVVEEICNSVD
#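 Assay system: mABHD4 protein; medium: HEPES pH 7.0, NaCl, Pluronic buffer; dosing: 8.92 µM, single dose; schedule: 45 min + 60 min at 25 °C; signal: FP readout, ex 525 nm / em 598 nm; read-out: normalized percent inhibition of probe labeling; repeats: single replicate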
# LEDGF integ inh – blockers of LEDGF/p75-dependent integrase strand transfer – biochemical, TR-FRET, high throughput, primary screen. HIV-1 integrase (with human LEDGF/p75). TR-FRET IN-LEDGF/p75 DNA integration, Eu/Cy5. inhibition, % at 3.7 µM. actives 0.64% (n = 370,000);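 active = inhibition above the screen-wide mean plus 3 SD, cut at about 13% in these data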;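 also: signal is the Cy5 over europium emission ratio at 671 and 618 nm; 0% = plate median of compound wells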
# TCR CD3 inh – inhibitors of human TCR-CD3 interaction, primary screen, biochemical, fluorescence, TAMRA-labeled TCR probe | T-cell receptor (TCR) | inhibition, % at 9.4 µM | actives 0.37% (n = 360,000) | AID 651800, 2012; in the data active = inhibition above about 19%;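 also: recombinant mutant TCR 2C K166C tagged with TAMRA read by polarization; 0% = receptor in buffer alone and 100% = receptor with positive control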
# rCAG RNA binder – binders of r(CAG) RNA repeats, primary screen, biochemical, fluorescence. r(CAG) RNA repeat, TO-PRO-1 dye displacement fluorescence. actives 1.3% (n = 370,000). inhibition, % at 3 µM;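 active = inhibition above the plate cutoff, the mean of all test compounds on that plate plus 3 SD, cut at about 35% in these data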;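 also: 0% = DMSO alone and 100% = 100 µM mitoxantrone as full dye displacement; higher means more dye released from RNA so lower well fluorescence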
# PRMT1 inh – PRMT1 methyltransferase inhibitors, primary screen, biochemical, fluorescence polarization; recombinant PRMT1, activity-based probe fluorescence polarization; inhibition, % at 2.79 µM; actives 1.3% (n = 370,000); AID 652257, 2013;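 active = inhibition above about 21% made by adding two undisclosed values, limit read from the data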
# HTRA1 inhibitor – HTRA1 serine protease inhibitors, primary screen, biochemical, fluorescence polarization, HTS; recombinant HTRA1, FP-rhodamine activity-based probe; actives 0.5% (n = 340,000); Q92743; AID 504803, 2011; inhibition, % at 5.96 µM; in the data active = inhibition above about 36%;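 also: 0% = enzyme with DMSO and 100% = wells lacking enzyme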
# TDP2 absorb – human TDP2 enzyme inhibitors, primary screen, biochemical, epi absorbance, recombinant enzyme. T5PNP hydrolysis, p-nitrophenol absorbance 415 nm. inhibition, % at 12.8 µM. actives 0.34% (n = 370,000). AID 720702, 2013;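 active = inhibition above the mean of all tested compounds plus 3 SD, set per campaign, cut at about 25% in these data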;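 also: 0% = DMSO with enzyme and 100% = buffer with substrate but no TDP2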
#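 Test system: Human TDP2 enzyme | Reagent: 5 mM T5PNP | Compound dosing: 12.8 µM single point, 1% DMSO | Incubation: Enzyme reaction with compound for 2 h at 37 °C | Technique: p-Nitrophenol epi absorbance | Read-out: % inhibition relative to enzyme-containing and enzyme-free wells | Benchmarks: High control without enzyme, low control DMSO plus TDP2 | Replicates: Singlicate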
# PG9 binder – binders of HIV-1 gp120 antibody PG9, primary screen, biochemical, TR-FRET; HIV-1 gp120 / PG9 antibody interaction; TR-FRET gp120-PG9 antibody binding; inhibition, % at 6.7 µM; actives 0.43% (n = 360,000); AID 624416, 2012; in the data active = inhibition above about 8.5%
# * hit, by the source's call; · = no result given.
SMILES,SIAE primary,Rev-erbA mod,ABHD4 inh,LEDGF integ inh,TCR CD3 inh,rCAG RNA binder,PRMT1 inh,HTRA1 inhibitor,TDP2 absorb,PG9 binder
Cc1ccc(S(=O)(=O)Nc2ccc(N3CCOCC3)nc2)cc1,16,-3,2,1,9,-4,-2,2,-5,-1.0
CC(=O)Nc1ccc2ccccc2c1[N+](=O)[O-],1,0,4,-1,3,4,1,-5,2,0.7
Cc1ccc(NC(=O)CN2C(=O)S/C(=C\c3cc(C)n(C)c3C)C2=O)cc1,-5,0,-1,3,3,13,2,-18,-8,-3.8
Cc1cc(Br)cc(Br)c1OCC(=O)NNC(=O)CCC(=O)NCc1ccccc1,-1,-4,-7,-4,0,-9,3,5,-5,-0.6
O=C(O)c1nn2c(C(F)(F)F)cc(-c3cccs3)nc2c1Cl,-10,3,-21,-5,-8,2,6,1,-8,-1.0
Cc1cc(OCC(=O)OCC(=O)N2CCc3ccccc3C2)ccc1Cl,-3,0,0,-2,8,2,0,4,3,-0.4
O=C(c1ccco1)N1CCCC(c2ccccc2)C1 (stereo not given),-10,-2,-1,3,3,4,1,5,0,-1.5
CCCn1nc(NS(=O)(=O)c2cccc3nonc23)c2cc3cccc(C)c3nc21,11,0,15,-2,-3,85*,1,28,2,-2.6
CSC1=N/C(=C\c2ccc3c(c2)OCO3)C(=O)S1,2,2,4,-1,7,2,-1,-2,-21,-2.6
COc1cc2cnc(-c3ccccc3F)cc2cc1OC,0,1,-2,0,8,-4,0,-2,1,-0.8
COc1ccc(-n2c(=O)c3c(C)c(C)sc3n(Cc3ccc(F)cc3)c2=O)c(OC)c1,-7,-1,1,3,1,8,-5,-13,6,0.4
COc1ccc(S(=O)(=O)NCC2CCCN(C(=O)CSC)C2)cc1 (stereo not given),2,-4,3,0,2,-6,-1,5,7,3.8
Cc1ccccc1NC(=S)N1CCN(c2ccccc2Cl)CC1,6,5,-1,-3,0,-1,0,-3,6,-1.5
O=c1[nH]c2ccc(NC(=S)NCCc3ccccc3)cc2[nH]1,-1,-4,6,0,-3,6,1,-1,-1,0.5
COc1ccc(CCNC(=O)C(=O)NCCCN2CCOCC2)cc1,2,-2,3,-3,-6,-3,-1,3,9,1.2
O=C1[C@@H]2[C@@H]3C[C@@H]([C@H]4ON=C(c5ccc(Cl)cc5)[C@@H]34)[C@@H]2C(=O)N1c1ccc2c(c1)OCO2,14,-4,-9,3,-5,10,4,-11,-2,-3.1
Cc1nc2c(C(=O)N3CCCCC3)cnn2c(C)c1Cc1ccccc1F,-2,-5,10,1,10,-8,2,-3,-4,-2.3
O=C1N(c2ccccc2)C[C@@H]2C[C@@H](c3cc4ccccc4o3)N3CCC[C@@]123,-4,-1,-4,-1,-3,5,-2,-10,-17,-0.1
O=C(NNC(=O)[C@@H]1CCCC[C@@H]1C(=O)O)Nc1ccccc1,-2,-3,6,-1,9,0,1,-3,7,-1.4
COc1ccccc1N(CC(=O)Nc1ccccc1C(F)(F)F)S(=O)(=O)c1cccs1,0,1,-6,9,5,0,-3,-20,-13,0.1
O=C(O)CCn1c(Cc2ccccc2)nc2ccccc21,6,-3,-10,10,-3,0,-3,-1,-10,-1.8
Cc1cccc(N=Nc2c(C)nn(-c3ccccc3)c2N)c1C,-4,0,-13,-7,-7,8,4,-12,-16,-2.2
Cc1ccccc1-c1nnc(SCC(=O)NC2CCS(=O)(=O)C2)n1C (stereo not given),-4,1,7,0,-3,3,5,8,-6,1.1
COc1cc(-c2ccc3oc(-c4ccsc4)cc3c2)cc(OC)c1OC,-2,13,-1,-1,11,0,0,-9,3,1.5
CC(Sc1ncnc2c1cnn2-c1ccccc1)C(=O)NCC1CCCO1 (stereo not given),0,-1,-1,-2,12,-2,-4,5,-20,-1.2

# Brought forward from above: 2 entries, then new ones.
SMILES,SIAE primary,Rev-erbA mod,ABHD4 inh,LEDGF integ inh,TCR CD3 inh,rCAG RNA binder,PRMT1 inh,HTRA1 inhibitor,TDP2 absorb,PG9 binder
COc1cc(-c2ccc3oc(-c4ccsc4)cc3c2)cc(OC)c1OC,-2,13,-1,-1,11,0,0,-9,3,1.5
CC(Sc1ncnc2c1cnn2-c1ccccc1)C(=O)NCC1CCCO1 (stereo not given),0,-1,-1,-2,12,-2,-4,5,-20,-1.2
CC/C(=N\NC(=O)c1ccc2c(c1)OCO2)c1ccccc1,-13,-7,3,2,5,1,-6,-1,2,-3.5
CN(CCc1ccccc1)C(=O)Cn1nc(-c2ccccc2)ccc1=O,3,-4,8,-2,·,-2,-1,·,-1,·
CC(C)N(C)S(=O)(=O)c1ccc(NC(=O)CSC(=S)N2CCCC2)cc1,0,-2,-5,13,-4,-2,-1,-6,-7,0.4
O=C(NNc1cccc(Cl)n1)c1ccc(Cl)cc1Cl,7,1,3,2,5,1,-1,3,-2,-1.6
Cn1c(O)c(N=NC(=O)CNC(=O)c2cccnc2)c2ccccc21,-2,-1,1,-3,4,-2,2,6,-1,-6.4
CCCCOCCCNC(=O)c1ccc(NC(C)=O)cc1,-4,-1,-3,-3,-1,-2,-3,3,8,0.9
NC(=O)c1ccsc1NC(=O)COC(=O)c1ccc(Cl)nc1,-6,-4,-4,-2,1,6,5,2,6,0.3
CNC(C)c1ccc(S(N)(=O)=O)cc1 (stereo not given),4,3,4,1,11,-1,-2,-4,-3,-0.8
CCC(=O)Nc1nnc(-c2ccco2)o1,6,-5,2,4,-1,4,-1,-6,7,1.3
CCSc1nnc(NC(=O)C2CCCN(C(=O)c3ccc(Cl)cc3)C2)s1 (stereo not given),13,-8,3,-2,6,3,2,-3,-4,1.2
Cn1c(CN2CCC(C(N)=O)CC2)c(C#N)c2ccccc21,-2,1,10,0,-2,0,0,6,-13,-0.6
Cc1ccc(C)c(N(C(=O)c2snc(C(N)=O)c2N)C(C(=O)NCC2CCCO2)c2ccc(C)o2)c1 (stereo not given),-4,-2,-2,-3,-7,-3,-2,-3,7,1.0
c1ccc(-c2nnc(N3CCOCC3)nc2-c2ccccc2)cc1,0,-5,-4,3,-5,-6,6,-4,-2,1.5
O=C(CCCCCCCC(=O)NNC(=O)Nc1ccccc1)NNC(=O)Nc1ccccc1,-25,-1,5,-1,-6,2,3,-2,7,0.3
CC1CCCN(c2cccc3c2S(=O)(=O)N(Cc2cccc(Cl)c2)[C@@H](C)[C@H](c2ccccc2)O3)C1 (stereo not given in full),3,6,4,1,-6,2,1,·,7,0.6
CC1(C)CC(OC(=O)c2ccccc2)CC(C)(C)N1,-7,-3,12,-1,5,1,0,6,-2,-3.5
O=C1CN(C(=O)COc2ccc([N+](=O)[O-])cc2Cl)c2ccccc2N1,12,-6,1,1,2,1,-7,-2,0,-1.8
COc1ccc(-c2cc3c(=O)n(CC(=O)NCc4ccc(C)cc4)ncn3n2)cc1,-7,16,3,4,4,4,1,-3,6,-1.4
CC(C)CCNC(=O)NC(=O)COC(=O)CCN=C1NS(=O)(=O)c2ccccc21,-17,0,-13,2,8,1,-4,0,-20,-2.1
C=CCNC(=S)Nc1ccc(Cl)cc1F,-3,4,2,4,2,2,-1,8,2,-0.9
Cc1cc(-c2onc(C)c2C(=O)Nc2ccc(C(F)(F)F)cc2)no1,3,5,7,1,9,-1,1,6,0,-0.2
Cc1cccc(N(CC(=O)Nc2ccc(CC#N)cc2)S(C)(=O)=O)c1,-1,-2,5,-2,6,-3,0,-2,4,2.5
Cc1ccc(S(=O)(=O)Nc2cc3c(cc2C#N)OCO3)cc1C(N)=O,2,-1,8,-1,-1,6,0,4,0,-0.2
CC(=O)N1CCN(C(=O)COc2ccc(N(C)S(=O)(=O)c3cccs3)cc2)CC1,0,6,-2,3,5,-1,-1,-10,0,-0.4
Cc1cc2cc(CNC(=O)Nc3ccccc3)ccc2n1C,-7,-8,3,-3,9,9,4,33,-10,-2.0

# Further compounds
SMILES,SIAE primary,Rev-erbA mod,ABHD4 inh,LEDGF integ inh,TCR CD3 inh,rCAG RNA binder,PRMT1 inh,HTRA1 inhibitor,TDP2 absorb,PG9 binder
Oc1ccc(C(c2nnnn2C2CCCC2)N2CCc3ccccc3C2)cc1 (stereo not given),2,0,-3,3,5,-3,1,-5,5,-0.3
O=C(COc1ccc(F)cc1)Nc1ccc2c(c1)OCCO2,1,-2,-2,-4,7,-6,-3,0,-4,-0.9
CC(=O)Nc1cncc(-c2cccc(C(=O)NC3CC3)c2)n1,2,-1,12,-2,-11,1,1,·,1,2.2
NNC(=O)c1cc2cc(Oc3ccccc3)ccc2[nH]1,-60,0,-39,5,-4,12,0,-69,-19,1.5
COc1ccc(C)cc1S(=O)(=O)N(C)CC(=O)N1CCC(C)CC1,4,-7,5,-2,-3,-9,4,4,-8,0.5
Cc1ccc(N2C(=O)CC(NNc3nc4ccccc4s3)C2=O)cc1 (stereo not given),7,1,-1,-1,1,4,0,-5,5,-0.2
Cc1ccccc1CSc1nnc(-c2ccncc2)o1,-7,1,-9,2,-9,-6,8,2,-5,1.7
CN(C)CC1CCC/C(=C\c2ccc(OC(=O)/C=C/c3ccccc3)cc2)C1=O (stereo not given),-8,-8,5,0,5,8,1,-18,2,-3.0
CC(C)(C)OC(=O)NCCCCCNC(=O)c1nc[nH]c1C(=O)NCC(=O)OCc1ccccc1,-3,3,-10,1,4,0,-2,-2,-14,-1.6
CCOC(=O)N1CCN(C(=O)C2CC(c3cc(OC)ccc3OC)=NO2)CC1 (stereo not given),1,-2,4,-2,6,-7,-2,8,2,0.4
Cc1ccc(S(=O)(=O)N/N=C/C(C)(C)CO)cc1,0,8,3,-3,1,3,2,-2,11,-2.5
O=C(N[C@@H](Cc1ccccc1)C(=O)OCc1ccccc1)c1ccco1,1,-1,-6,1,-4,2,2,-7,1,-1.3
O=C(Nc1c(-c2ccc(C(F)(F)F)cc2)nc2ncccn12)C1CC1,2,-3,5,-2,·,0,-4,·,5,·
Cc1ccc(S(=O)(=O)N(Cc2cc3cccc(C)c3[nH]c2=O)c2ccccc2)cc1,4,9,6,1,-3,1,13,-4,13,6.0
Cc1cs/c(=N\N=C\c2ccc(O)cc2)n1Cc1ccco1,6,10,4,-3,0,7,1,16,-4,-3.4
Cc1ccc(CN2CC(C(=O)N3CC(C)CC(C)C3)CC2=O)cc1 (stereo not given),8,1,0,1,3,-8,-2,1,-18,0.0
O=C(Nc1ccc(C2CCCCC2)cc1)C1CCCN(c2ncccn2)C1 (stereo not given),-1,16,-4,1,1,0,-2,0,8,0.6

# From PubChem

# The list is partial; rates above refer to the full screens.
